Screens from PubChem BioAssay.
NLRP3 yeast inh = blocks the NALP3 inflammasome reconstituted in yeast. inhibition, % at 10 µM. Yeast reconstituted NLRP3/ASC/caspase-1, beta-gal luminescence, 24 h. 0.39% of 330,000 active;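 active = inhibition of 50% or more; inactive = inhibition below 50%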;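 also: plate controls were induced DMSO wells for no effect and uninduced yeast grown without galactose for full effect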
mIAP act = mouse IAP activation | muIAP, CDP-Star luminescence, 30 min; hits give high values; 1 = vehicle-only enzyme signal, 0 = enzyme-free wells | activation factor at 10 µM | 0.24% of 330,000 active | AID 2805;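 active = activation factor of at least 2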; also: the source names both 10 and 20 µM as test concentration; values of inactives mirror those of a sister screen read the other way
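Assay system: mouse IAP enzyme / Compound: DMSO-dissolved test compounds / Timing: 30 min, room temperature / Measured by: luminescence from enzymatic CDP-Star hydrolysis / Control set: DMSO-only wells, enzyme-free buffer wells as negative control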
SENP1 inh = SENP1 (human) catalytic domain inhibition | Q9P0U3 | recombinant SENP1 catalytic domain, CyPet-SUMO1-YPet FRET cleavage | inhibition, % at 10 µM | 0.21% of 360,000 active;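 active = inhibition at least 30% at 10 µM, raw YFP signal under a set limit, fluorescence ratio 0.5 to 1.5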;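 also: 0% = enzyme with DMSO and 100% = no enzyme wells; some results filed as inactive read as strong as hits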
Target sequence (Q9P0U3 419-644 limits assumed): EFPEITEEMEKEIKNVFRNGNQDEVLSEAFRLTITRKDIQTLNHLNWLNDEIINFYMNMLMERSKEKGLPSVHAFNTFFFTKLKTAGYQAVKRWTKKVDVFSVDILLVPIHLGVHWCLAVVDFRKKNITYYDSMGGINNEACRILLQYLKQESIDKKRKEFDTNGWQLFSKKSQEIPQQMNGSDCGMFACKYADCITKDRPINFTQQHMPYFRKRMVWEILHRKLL
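material = recombinant human SENP1 catalytic domain, His6-tagged | quantity = 20 pM enzyme | reagent = 25 nM SUMO1 FRET substrate | compound dosing = 10 µM single point, 0.5% DMSO | timing = 50 min enzyme reaction, room temperature, light-protected | detection = FRET, CFP and YFP emission | control set = no-enzyme low, enzyme-DMSO high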
hIAP act = increases human intestinal alkaline phosphatase activity; P09923; purified human IAP, CDP-Star luminescence, 30 min; hits give high values; 1 = vehicle-only enzyme, 0 = enzyme-free background; activation factor at 10 µM; 0.16% of 330,000 active;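 active = activation factor of the enzyme at least 2-fold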; also: the source names both 10 and 20 µM as test concentration; values of inactives mirror those of a sister screen read the other way
Target sequence (P09923 whole entry, looked up): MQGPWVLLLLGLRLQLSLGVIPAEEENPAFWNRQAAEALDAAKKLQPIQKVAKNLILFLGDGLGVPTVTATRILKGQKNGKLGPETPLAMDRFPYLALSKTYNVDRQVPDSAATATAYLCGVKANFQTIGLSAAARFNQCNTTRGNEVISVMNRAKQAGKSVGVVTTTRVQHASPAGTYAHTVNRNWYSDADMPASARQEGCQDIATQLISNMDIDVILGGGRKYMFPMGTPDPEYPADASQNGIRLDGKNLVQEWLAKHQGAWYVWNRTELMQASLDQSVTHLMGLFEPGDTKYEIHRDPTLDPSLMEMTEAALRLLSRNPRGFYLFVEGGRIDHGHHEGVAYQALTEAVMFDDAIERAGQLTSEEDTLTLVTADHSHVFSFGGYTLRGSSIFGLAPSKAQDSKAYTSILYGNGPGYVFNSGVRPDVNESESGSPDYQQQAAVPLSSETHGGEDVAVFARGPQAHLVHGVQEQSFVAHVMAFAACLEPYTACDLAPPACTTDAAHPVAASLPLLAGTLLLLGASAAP
A3G deaminase = blocks human APOBEC3G single-stranded DNA deamination. recombinant A3G, ssDNA deamination FAM/TAMRA fluorescence. inhibition, % at 20 µM. AID 493012. 0.28% of 330,000 active. Q9HC16;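 active = inhibition of at least 40% at 20 µM, with no more than 30% in the related APOBEC3A deaminase screen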;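 also: plate controls were DMSO wells with A3G for no effect and wells lacking A3G enzyme for full effect; some compounds called inactive have numbers as strong as hits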
MIN6 prolif = MIN6 beta-cell proliferation induction | MIN6 cells proliferation, ATPlite luminescence, 48 h; cells starved in 0.2% serum; 100% = growth in 10% serum | proliferation, % at 10 µM | 0.29% of 330,000 active;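 active = compounds whose signal lies at least 3.5 SD above the mean of all wells on their plate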;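 also: 0% = DMSO-treated cells in low-serum medium and 100% = 10% serum control; some compounds called inactive have numbers as strong as hits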
A3A deaminase = blocks human APOBEC3A ssDNA deamination; P31941; recombinant A3A, FAM/TAMRA ssDNA deamination fluorescence; inhibition, % at 20 µM; 0.41% of 330,000 active; AID 493011;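 active = at least 40% inhibition at 20 µM here, with at most 30% in a related deaminase screen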;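 also: plate controls were A3A with DMSO for no effect and wells lacking A3A enzyme for full effect; some results filed as inactive read as strong as hits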
Target sequence (P31941 whole entry, looked up): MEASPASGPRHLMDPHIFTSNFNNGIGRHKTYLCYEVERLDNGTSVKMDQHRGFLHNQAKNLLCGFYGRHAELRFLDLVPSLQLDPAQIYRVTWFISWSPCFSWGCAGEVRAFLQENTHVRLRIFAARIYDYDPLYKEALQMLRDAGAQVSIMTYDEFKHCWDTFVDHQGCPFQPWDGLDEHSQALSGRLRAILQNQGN
hIAP block = blocks human intestinal alkaline phosphatase; inhibition, % at 10 µM; purified IAP, CDP-Star luminescence, 30 min; AID 2544; 0.12% of 330,000 active; P09923;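 active = inhibition reaching a set limit with compound at 10 µM in the primary screen, cut at about 35% in these data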;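 also: plate controls were DMSO wells with enzyme for no effect and no-enzyme buffer wells for full effect; values of inactives mirror those of a sister screen read the other way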
mIAP inh = blocks mouse intestinal alkaline phosphatase; AID 2806; purified mouse IAP, CDP-Star luminescence, 30 min; 0.2% of 330,000 active; inhibition, % at 10 µM;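 active = inhibition of at least 40% at 10 µM in the primary screen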;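 also: plate controls were DMSO with enzyme for no effect and no enzyme wells for full effect; values of inactives mirror those of a sister screen read the other way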
* marks the source's active call; other numbers are inactive results. Some of the compounds tested; count on the stated rates, not on these rows.

Start of the data: the first ten records, ahead of the listing:
SMILES | NLRP3 yeast inh | mIAP act | SENP1 inh | hIAP act | A3G deaminase | MIN6 prolif | A3A deaminase | hIAP block | mIAP inh
CCOc1ccc(C(=O)N(Cc2ccc(OC)cc2)Cc2cc3cc(OC)ccc3[nH]c2=O)cc1 | -1 | 0.92 | 0 | 1.1 | -4 | 0 | -4 | -14 | 8
Cc1cccc(N2C(=O)C(O)=C(C(=O)c3cccs3)C2c2ccc(C(C)C)cc2)n1 (configuration not stated) | -18 | 0.86 | -7 | 0.96 | -2 | -2 | 0 | 4 | 14
O=C(NCCc1ccccc1)[C@@H]1CC=C[C@@H]2CCN(Cc3ccccc3)C(=O)[C@@H]21 | 12 | 0.97 | 0 | 0.83 | -11 | -3 | -4 | 17 | 3
CN1CCN(S(=O)(=O)Cc2ccc(Cl)cc2)CC1 | 19 | 1 | 0 | 1.2 | 2 | -2 | 3 | -15 | -4
CC(=O)N(C)c1ccc(NC(=O)/C=C/c2ccccc2Cl)cc1 | 1 | 0.93 | 0 | 0.89 | -3 | -3 | 0 | 11 | 7
CSc1nc(-c2ccc(N(C)C)cc2)c(C#N)c(=O)n1C | 39 | 1.2 | -40 | 1.3 | -7 | 1 | -4 | -31 | -21
COC(=O)c1ccc(CSc2nnc(CS(=O)Cc3ccc(Br)cc3)n2-c2ccccc2)cc1 (configuration not stated) | 3 | 1 | 2 | 0.95 | -3 | -5 | 4 | 5 | -3
COc1ccc(-c2nnc(SCC(=O)Oc3ccc(C)cc3)o2)cc1 | 0 | 1 | -1 | 0.97 | 1 | 2 | 1 | 3 | -4
O=c1cc(N2CCc3ccccc32)[nH]c(=O)n1-c1ccc(Cl)cc1 | 13 | 0.97 | -61 | 0.9 | 1 | 0 | 1 | 10 | 3
CS(=O)(=O)N1CCc2cc(C(=O)OCC(=O)c3ccccc3)ccc21 | -1 | 1.1 | 2 | 0.97 | -6 | -3 | -2 | 3 | -11

The listing, previewed entries included:
SMILES | NLRP3 yeast inh | mIAP act | SENP1 inh | hIAP act | A3G deaminase | MIN6 prolif | A3A deaminase | hIAP block | mIAP inh
CCOc1ccc(C(=O)N(Cc2ccc(OC)cc2)Cc2cc3cc(OC)ccc3[nH]c2=O)cc1 | -1 | 0.92 | 0 | 1.1 | -4 | 0 | -4 | -14 | 8
Cc1cccc(N2C(=O)C(O)=C(C(=O)c3cccs3)C2c2ccc(C(C)C)cc2)n1 (configuration not stated) | -18 | 0.86 | -7 | 0.96 | -2 | -2 | 0 | 4 | 14
O=C(NCCc1ccccc1)[C@@H]1CC=C[C@@H]2CCN(Cc3ccccc3)C(=O)[C@@H]21 | 12 | 0.97 | 0 | 0.83 | -11 | -3 | -4 | 17 | 3
CN1CCN(S(=O)(=O)Cc2ccc(Cl)cc2)CC1 | 19 | 1 | 0 | 1.2 | 2 | -2 | 3 | -15 | -4
CC(=O)N(C)c1ccc(NC(=O)/C=C/c2ccccc2Cl)cc1 | 1 | 0.93 | 0 | 0.89 | -3 | -3 | 0 | 11 | 7
CSc1nc(-c2ccc(N(C)C)cc2)c(C#N)c(=O)n1C | 39 | 1.2 | -40 | 1.3 | -7 | 1 | -4 | -31 | -21
COC(=O)c1ccc(CSc2nnc(CS(=O)Cc3ccc(Br)cc3)n2-c2ccccc2)cc1 (configuration not stated) | 3 | 1 | 2 | 0.95 | -3 | -5 | 4 | 5 | -3
COc1ccc(-c2nnc(SCC(=O)Oc3ccc(C)cc3)o2)cc1 | 0 | 1 | -1 | 0.97 | 1 | 2 | 1 | 3 | -4
O=c1cc(N2CCc3ccccc32)[nH]c(=O)n1-c1ccc(Cl)cc1 | 13 | 0.97 | -61 | 0.9 | 1 | 0 | 1 | 10 | 3
CS(=O)(=O)N1CCc2cc(C(=O)OCC(=O)c3ccccc3)ccc21 | -1 | 1.1 | 2 | 0.97 | -6 | -3 | -2 | 3 | -11
CC1=NN(C(=O)c2ccccc2)C(O)(c2ccc(Br)cc2)C1 (configuration not stated) | 17 | 0.91 | 10 | 1.2 | -6 | -2 | -4 | -23 | 9
COc1ccc(CNC(=O)CS(=O)Cc2nc(-c3ccc(OC)c(OC)c3)oc2C)cc1 (configuration not stated) | 12 | 1.1 | 1 | 1.3 | 1 | 3 | 2 | -33 | -5
COc1ccc2[nH]c(=O)c(CN(Cc3nnnn3Cc3ccccc3)CC3CCCO3)cc2c1 (configuration not stated) | 10 | 1 | -19 | 1.2 | -4 | -3 | -4 | -24 | -5
CC(C)[C@H](Nc1ccc(S(=O)(=O)N2CCOCC2)cc1[N+](=O)[O-])C(=O)OCC(=O)N(C(C)C)C(C)C | 17 | 0.9 | -1 | 0.93 | -2 | 0 | 1 | 7 | 10
Cc1cccc(NC(=O)C2CCN(C(=O)NC3CCCCC3)CC2)c1 | 18 | 1.1 | 3 | 1.1 | -4 | -2 | 3 | -11 | -12
Cc1cccc(OCC(=O)Nc2cccc3nsnc23)c1 | 28 | 1 | -26 | 1.1 | -5 | -4 | -7 | -10 | -4
O=S(=O)(c1cc(F)ccc1F)N1CCN(c2ncccn2)CC1 | -99 | 1 | 0 | 1.1 | -6 | 0 | -3 | -8 | -4
COc1cccc([C@@H]2CC=C(C(=O)O)[C@H](c3ccc(Br)cc3)N2S(=O)(=O)c2ccc(C)cc2)c1 | 1 | 0.91 | 1 | 1.2 | -1 | -1 | 0 | -24 | 9
CC(C)(C)n1nc2c(c1NC(=O)c1cc3ccccc3o1)CS(=O)(=O)C2 | -3 | 0.98 | 0 | 0.99 | 3 | -2 | 4 | 1 | 2
CCOC(=O)N1CCN(c2c(NCCCN(CC)CC)c(=O)c2=O)CC1 | 12 | 1.1 | 0 | 1.2 | -4 | -1 | 1 | -17 | -5
N#Cc1c(C(F)(F)F)cc(-c2ccccc2)nc1SCc1nc(N)nc(N2CCOCC2)n1 | 9 | 0.96 | 55 | 0.81 | -31 | -2 | -18 | 19 | 4
Cc1cc(C)c(C)c(S(=O)(=O)N2CCC(C(=O)N3CCCC3)CC2)c1C | 10 | 0.99 | 2 | 0.85 | -11 | -1 | -5 | 14 | 1
CC(C)(C)c1ccc(OC(=O)c2cccnc2)cc1 | 28 | 1 | 0 | 1 | -2 | 0 | -3 | -5 | -4
COc1cc(C)c(NC(=O)C(=S)NCCc2ccccc2)cc1C | -4 | 1 | 0 | 1.3 | 7 | -4 | 0 | -32 | -4
C=CCn1c(Cc2cccs2)nnc1SCC(=O)NCc1ccco1 | -1 | 0.94 | -3 | 0.96 | -4 | 0 | 12 | 4 | 6
N#CCCN1CCN(CCC#N)CC1 | 11 | 1 | 0 | 1.1 | -5 | -1 | -2 | -8 | 0
COc1cc(C)c(C)cc1S(=O)(=O)N1CCCc2ccccc21 | 29 | 0.98 | 1 | 0.96 | -6 | -1 | 1 | 4 | 2
Cc1cc(/C=N/NC(N)=O)c(C)n1-c1ccc(F)cc1 | 7 | 0.93 | 1 | 0.87 | -5 | 0 | -3 | 13 | 7
O=[N+]([O-])c1ccccc1Nc1nc(-c2cccnc2)cs1 | 24 | 0.99 | 3 | 1 | -2 | -1 | -5 | -1 | 1
COc1ccc(N2CC(C(=O)NC3CCSC3=O)CC2=O)cc1 (configuration not stated) | 9 | 1 | 0 | 0.93 | 24 | 0 | 3 | 7 | -1
NC(=O)CCn1nc(-c2ccccc2)c2ccccc2c1=O | -5 | 1 | 0 | 1 | -8 | 1 | -9 | -3 | -3
CC(C)OCCCNC(=O)CN1C(=O)/C(=C/c2ccccc2)Sc2ccccc21 | 23 | 1 | 0 | 0.99 | -7 | -2 | 1 | 1 | -5
CC(=O)N1CCc2cc(S(=O)(=O)NC(C(=O)NCc3ccccc3)C(C)C)ccc21 (configuration not stated) | 7 | 1 | 1 | 1 | -3 | 1 | -1 | -1 | -2
CCc1cc(/C(Cc2csc(C)n2)=N/O)c(O)cc1O | -3 | 1.1 | 1 | 1.1 | -2 | 2 | -2 | -6 | -7
Cc1cc(C)c(OCC(=O)Nc2nnc(-c3ccco3)o2)c(C)c1 | 5 | 0.95 | 0 | 1.1 | -6 | -3 | 4 | -14 | 5
O=c1c2ccccc2nc2n1C(CSc1ccccc1)CS2 (configuration not stated) | -8 | 0.9 | -1 | 0.98 | -5 | 2 | 2 | 2 | 10
Cc1ccc(C(=O)OC(C)C(=O)NCc2ccc3c(c2)OCO3)cc1S(=O)(=O)N1CCOCC1 (configuration not stated) | 11 | 1 | 2 | 1.2 | 0 | 0 | 7 | -23 | -5
C=CCn1c(SCC(=O)c2ccc(CNC(C)=O)o2)nc2scc(C3CC3)c2c1=O | 13 | 0.86 | -17 | 1 | 2 | -1 | 5 | -2 | 14
Cc1ccc(-c2nc3cnccn3c2Nc2ccc3c(c2)OCCO3)o1 | 10 | 1.1 | -59 | 1.1 | -7 | -3 | -6 | -11 | -10
CSCC[C@H](NC(=O)N1C[C@H]2C[C@@H](C1)c1cccc(=O)n1C2)C(=O)Nc1ccc(NC(C)=O)cc1 | 1 | 1.1 | 2 | 0.94 | 0 | 0 | 2 | 6 | -7
O=C(NCc1ccc2c(c1)OCO2)C(c1ccco1)N(C(=O)c1csnn1)c1ccccc1 (configuration not stated) | 13 | 1 | 1 | 0.86 | -10 | 4 | 1 | 14 | -1
COc1ccccc1Cn1c(=O)[nH]c2cccnc21 | -15 | 0.99 | 0 | 1.2 | -1 | -1 | -2 | -23 | 1
Cc1ccccc1OCCNC(=O)CNC(=O)c1ccccc1O | 3 | 0.96 | 1 | 1.2 | 1 | 2 | 3 | -20 | 4
O=C(CCNC(=O)N1CCn2c1nc1ccccc12)NCc1ccc(Cl)cc1 | 19 | 1 | 0 | 1.2 | -8 | -3 | -5 | -17 | -4
CCCCNc1nnc(Cc2ccc(Cl)cc2)c(=O)[nH]1 | 5 | 1 | 1 | 1.1 | 0 | -4 | 5 | -5 | -2
CCN(CC)S(=O)(=O)c1ccc(C(=O)NC2=NCCS2)cc1 | 24 | 0.91 | 0 | 0.8 | -9 | -4 | -3 | 20 | 9
CN1CCC(=NNC(=O)C(=O)NC(C)(C)C)CC1 | -2 | 0.91 | 1 | 0.96 | -7 | -1 | -6 | 4 | 9
O=C(Nc1ccccc1N1CCOCC1)C1(c2ccc(Cl)cc2)CCC1 | 13 | 1 | -9 | 1 | -7 | -1 | 3 | -2 | -4
Cc1ccccc1N1CCN(S(=O)(=O)N(C)C)CC1 | 16 | 0.89 | 3 | 0.93 | -4 | -2 | -3 | 7 | 11
CCOC(=O)CCCNC(=O)CN1C(=O)NC(c2ccccc2)(c2ccccc2)C1=O | 9 | 1.1 | 2 | 1.1 | 5 | -1 | -6 | -5 | -5
CC(C)(C)OC(=O)N1CCN(C(=O)Cn2cc(CCO)nn2)CC1 | 2 | 1 | 1 | 0.86 | -11 | 0 | -3 | 14 | 0
C/C=C\C(=O)Nc1cccc(C2=NOC3(C2)C[C@@H](C(N)=O)N(C(=O)c2ccccc2)C3)c1 (some centres not stated) | 12 | 0.56 | 0 | 0.92 | -6 | -3 | -1 | 8 | 44*
